Efflux pump mplx: inhibitors of Candida efflux pumps in yeast, primary screen, S. cerevisiae, Nile Red, multiplex; S. cerevisiae Candida pump triplex; inhibition, % at 10 µM; hit rate 0.44% among 330,000; AID 485275, 2010;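 active means plate passing quality check with inhibition over a set limit, or well fluorescence over plate mean plus 4 SD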;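 further: Nile Red retained in pooled yeast measured as flow cytometry median fluorescence; 0% = buffer negative control and 100% = Enniatin B positive control; higher means more Nile Red kept so more efflux inhibition; some compounds called inactive have numbers as strong as hits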
PP1 counter: PP1-alpha phosphatase inhibitors, primary screen, counter-screen for PP5 inhibitor project, biochemical, fluorescence, OMFP substrate, single point. AID 2235, 2010. purified PP1alpha. inhibition, % at 6.7 µM. Serine/threonine-protein phosphatase PP1-alpha catalytic subunit (Homo sapiens), P62136. hit rate 0.9% among 320,000;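 active means inhibition above the mean inhibition of all tested compounds plus 3 SD, computed separately for each screening campaign, cut at about 15% in these data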
PREPL inhibitor: PREPL enzyme inhibitors, primary screen, biochemical, fluorescence polarization. Prolyl endopeptidase-like (Homo sapiens), Q4J6C6. recombinant PREPL, fluorescence polarization activity-based probe. inhibition, % at 5.96 µM. hit rate 0.68% among 320,000. AID 2751, 2010; in the data active means inhibition above about 43%;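 further: 0% = enzyme with DMSO and 100% = wells lacking enzyme; many of its hits are not listed in these tables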
Target sequence (Q4J6C6 whole entry, looked up): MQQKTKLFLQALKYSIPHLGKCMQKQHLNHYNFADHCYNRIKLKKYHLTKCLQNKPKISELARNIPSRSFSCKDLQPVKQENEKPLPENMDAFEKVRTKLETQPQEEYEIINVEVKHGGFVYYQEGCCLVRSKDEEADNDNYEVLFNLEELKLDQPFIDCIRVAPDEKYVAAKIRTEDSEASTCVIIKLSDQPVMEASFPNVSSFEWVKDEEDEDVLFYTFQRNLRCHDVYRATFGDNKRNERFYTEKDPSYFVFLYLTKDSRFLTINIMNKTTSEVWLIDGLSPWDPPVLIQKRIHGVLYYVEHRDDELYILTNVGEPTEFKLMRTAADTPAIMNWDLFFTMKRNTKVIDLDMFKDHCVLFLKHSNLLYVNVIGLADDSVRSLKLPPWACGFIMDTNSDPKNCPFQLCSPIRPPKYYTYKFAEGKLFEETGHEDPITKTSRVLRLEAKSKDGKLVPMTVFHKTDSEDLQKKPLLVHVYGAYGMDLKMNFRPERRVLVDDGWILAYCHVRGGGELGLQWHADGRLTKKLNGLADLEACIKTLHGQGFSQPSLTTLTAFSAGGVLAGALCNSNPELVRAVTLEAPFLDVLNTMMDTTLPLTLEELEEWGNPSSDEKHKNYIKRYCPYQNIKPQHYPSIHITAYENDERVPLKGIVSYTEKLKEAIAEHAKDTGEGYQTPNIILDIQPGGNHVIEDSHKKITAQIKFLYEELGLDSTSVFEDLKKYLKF
CTSL1 counter: Fasciola hepatica cathepsin L1 inhibitors, primary screen, counter-screen for PFM18AAP inhibitor project, biochemical, QFRET, fluorogenic peptide substrate. recombinant F. hepatica cathepsin L1, Z-Leu-Arg-MCA fluorescence. inhibition, % at 5.96 µM. hit rate 0.49% among 300,000. AID 1906, 2009;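 active means inhibition above the mean of all tested compounds plus 3 SD, set per screening campaign, cut at about 17% in these data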;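 further: 0% = plate median of test compound wells and 100% = 1 µM Z-Phe-Ala-diazomethylketone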
PP5 inh: PP5 phosphatase inhibitors, primary screen, biochemical, fluorescence. Serine/threonine-protein phosphatase 5 (Homo sapiens), P53041. purified PP5c, OMFP substrate fluorescence. inhibition, % at 6.7 µM. hit rate 0.18% among 320,000. AID 1987, 2009;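 active means inhibition above the campaign's mean inhibition across all tested compounds plus 3 SD, cut at about 9.5% in these data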;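 further: 0% = DMSO only and 100% = 100 µM cantharidin control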
ZTA DNA inh: blocks Epstein-Barr virus ZTA, an EBNA-1 counter-screen; hit rate 0.15% among 320,000; P03206; ZTA-DNA binding, fluorescence polarization; inhibition, % at 11 µM; in the data active means inhibition above about 33%
Target sequence (P03206 whole entry, looked up): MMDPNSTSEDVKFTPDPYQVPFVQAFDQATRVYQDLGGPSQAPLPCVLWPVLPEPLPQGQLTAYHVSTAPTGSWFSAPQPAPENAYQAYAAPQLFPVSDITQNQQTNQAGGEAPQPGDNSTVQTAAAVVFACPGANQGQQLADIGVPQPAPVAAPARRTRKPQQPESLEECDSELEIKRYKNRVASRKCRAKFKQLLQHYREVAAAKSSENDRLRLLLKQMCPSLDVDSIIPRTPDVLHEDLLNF
TPT1 inhibitor: Candida albicans TPT1 enzyme inhibitors, primary screen, biochemical, fluorescence polarization; tRNA 2'-phosphotransferase TPT1 (Candida albicans SC5314); recombinant caTPT1, FP RNA substrate dephosphorylation; inhibition, % at 5 µM; hit rate 0.81% among 300,000; AID 1962, 2009;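 active means inhibition above the mean of all tested compounds plus 3 SD, set per screening campaign, cut at about 24% in these data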;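 further: plate controls were DMSO alone for no effect and ferristatin control at 100 nM for full effect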
EBNA-1 inh: EBNA-1 DNA-binding inhibitors, primary screen, biochemical, fluorescence polarization | hit rate 0.34% among 300,000 | AID 1950, 2009 | inhibition, % at 14.8 µM; in the data active means inhibition above about 28%
HCV core dimer: inhibitors of HCV core protein dimerization, primary screen, biochemical, TR-FRET, high-throughput; TR-FRET GST/Flag-core106 dimerization, 1536-well; inhibition, % at 5 µM; hit rate 0.33% among 300,000;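 active means inhibition above the mean of all tested compounds plus 3 SD, set per screening campaign, cut at about 45% in these data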
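Assay system: Tagged HCV core106 pair (GST and Flag) | Buffer or medium: KF-containing HEPES buffer, pH 7.45, DTT, CHAPS, BSA | Also added: Eu donor and XL665 acceptor anti-tag antibodies | Dosing: One concentration, 5 µM, in 0.5% DMSO | Timing: 4 h at 22.5 °C | Technique: TR-FRET 671 and 617 nm emission | Repeats: Singlicate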
* hit, by the source's call; / = no result given.

SMILES	Efflux pump mplx	PP1 counter	PREPL inhibitor	CTSL1 counter	PP5 inh	ZTA DNA inh	TPT1 inhibitor	EBNA-1 inh	HCV core dimer
CCN1CCCC1CNC(=O)Cn1nc(C)n2c(cc3cc(C)ccc32)c1=O (stereo not drawn)	0.0	5	-5	-1	0.5	-2	2	2	2
O=c1[nH]c(SCc2nc3ccccc3c(=O)n2-c2ccccc2)nc2ccccc12	-0.3	3	10	-4	0.8	-22	-1	1	-13
Nc1ncnc2nc(Sc3ccc(Cl)cc3)[nH]c12	-0.1	-4	13	-2	-0.2	-3	-3	4	3
CCN=C1SC(C(=O)Nc2cccc(OCC)c2)CC(=O)N1CC (stereo not drawn)	0.0	-1	-6	1	2.0	1	-2	-2	-3
Cc1cn[nH]c1	0.0	-2	-14	-3	-1.2	-6	-3	-2	-2
Fc1ccccc1SCc1nnc(-c2ccccc2Br)o1	-0.2	0	-26	-2	2.1	-7	-2	-1	10
COc1ccc(/C=C2\SC(=S)N(CCCC(=O)N3CCCCC3CCO)C2=O)cc1 (stereo not drawn)	0.2	10	40	-5	4.2	4	1	-5	5
Cc1ccccc1Cn1nnc(-c2cccc(C(=O)O)c2)n1	-0.2	2	12	3	0.8	-12	-1	-4	-4
COc1ccc(NC(=O)C(=O)NCCN2CCN(C(=O)c3cccc(Br)c3)CC2)cc1	1.3	-4	20	3	0.3	5	1	16	-3
CCCCNC(=O)CCN1N=C(c2ccccc2)CCC1=O	0.0	-4	-10	-2	-1.5	17	-1	5	1
COc1ccc(-c2cc(C(F)(F)F)nc(SCC(=O)NCc3cccs3)n2)cc1OC	-0.2	2	-4	3	5.3	-14	0	-8	10
CCC(=O)NCc1cc(-c2nn(C)c(=O)c3ccccc23)ccc1OC	-0.2	2	8	2	-0.5	-8	2	-3	-2
CCCc1cc(C(=O)NC2CCCN(Cc3ccccc3F)C2)no1 (stereo not drawn)	-0.1	-6	8	1	-2.4	13	-4	-3	1
Cc1nc(SCCc2ccccc2)[nH]c(=O)c1C	-0.1	-1	5	-5	0.2	-1	0	3	-3
COC(=O)c1[nH]c2ccc(Br)cc2c1NC(=O)CN1CCN(C2CCCCC2)CC1	-0.2	0	24	1	3.0	-11	-3	2	5
CCOc1ccccc1NC(=O)CSc1nc(=O)n(CCCN2CCOCC2)c2c1CCCC2	0.0	-3	6	0	-1.1	7	2	6	2
Cc1ccc(C(=O)N(CC#N)CC#N)cc1C	0.4	-2	-7	5	1.7	2	3	-1	3
CCc1ccc(N2CC(C(=O)NCC(C)(C)N3CCOCC3)CC2=O)cc1 (stereo not drawn)	0.0	-3	0	/	-0.7	2	/	/	/
CCC(=O)N1c2ccc(S(=O)(=O)CCC(=O)Nc3ccc(OC)cc3OC)cc2CC1C (stereo not drawn)	-0.1	6	15	5	-4.4	-5	-1	-6	-4
N#Cc1ccc(OCc2cccc(S(=O)(=O)N3CCOCC3)c2)cc1	-0.1	-3	13	-8	1.8	-13	-1	10	-4
COC(=O)C1=C(NC(=O)COc2ccc3ccccc3c2)CCS1	-0.4	2	58*	-1	-0.6	-1	0	11	1
CC1CN(C(=O)Cc2ccc(-c3ccccc3)cc2)CC(C)O1 (stereo not drawn)	-0.2	-1	-3	-2	0.8	3	-2	3	1
O=C(Oc1ccccc1N1CCOCC1)c1sccc1Br	-0.1	0	15	2	1.1	-13	-5	2	2
Cc1ccc(C(c2nnnn2CCc2ccccc2)N2CCSCC2)cc1 (stereo not drawn)	0.1	2	-16	0	-1.1	18	-3	11	8
Cc1ccc(NC(=O)c2ccc(-n3cncn3)c([N+](=O)[O-])c2)cc1F	0.0	-4	17	-1	1.9	2	4	-3	0
CCOc1ccccc1N(CC(=O)N1CCc2ccccc2C1)S(C)(=O)=O	0.1	-5	0	1	0.2	7	0	8	2
COc1ccc(C(=O)Nc2ccc(OCC(=O)N3CCOCC3)cc2)c(OC)c1OC	-0.3	2	0	1	5.0	-12	-6	2	-19
O=C(Nc1ncn[nH]1)C(F)(F)C(F)F	-0.1	-3	1	0	-0.5	5	0	10	-3
Fc1ccc(Nc2nc(Oc3ccccc3F)nc(N3CCCC3)n2)cc1	0.0	-2	5	2	2.0	5	-1	0	5
O=[N+]([O-])c1ccc(N2CCN(Cc3ccc4c(c3)OCO4)CC2)nc1	0.6	1	19	-2	2.6	1	2	3	-1
Cc1oc(-c2ccc(Cl)cc2)cc1C(=O)/C(C#N)=C/Nc1ccccc1	0.0	0	-5	-3	-0.9	0	3	6	11
CCCNC(=O)c1c(C)cc(=O)oc1C	0.1	0	3	0	1.8	-6	-3	0	3
O=C(c1cccc(S(=O)(=O)N2CCc3ccccc32)c1)N1CCCC(C(F)(F)F)C1 (stereo not drawn)	-0.2	0	-7	3	0.6	-1	-4	-1	-1
COc1nccc(NCc2ccccc2)c1C#N	-0.2	-5	15	-2	-1.4	-6	-2	-2	-3
O=C1C2CCCN2C(=S)N1c1ccc(Cl)cc1 (stereo not drawn)	0.0	-2	-4	-1	3.6	12	0	2	0
CCOC(=O)c1c(C)nc2c(c1-c1ccccc1)C(=O)CC(C)(C)C2	-0.1	-2	2	3	1.5	-1	-5	0	-8
O=S(=O)(c1ccc(Br)s1)N1CCN(c2ncccn2)CC1	0.1	0	-1	-5	2.8	-11	5	-9	-5
C=CCN(CC=C)C(=O)CN1C(=O)NC(Cc2c[nH]c3ccccc23)C1=O (stereo not drawn)	-0.2	-5	17	0	0.0	15	-2	-2	10
Cc1ccc(NCC(=O)Nc2ccc(Br)cc2)cc1F	0.8	2	4	0	2.3	-12	-1	-5	-2
Cn1c(=O)oc2cc(S(=O)(=O)NCCC(=O)NCc3ccccc3Cl)ccc21	0.0	0	11	3	0.7	-8	-3	-5	-10
Cc1cc(C)nc(N2CCC(C(=O)N3CCN(c4cc(Cl)ccc4C)CC3)CC2)n1	0.1	3	22	-1	2.5	-12	2	3	2
Cc1nc(N2CCOCC2)c2c3c(sc2n1)CCC3	0.1	2	9	-3	-1.6	15	2	-11	-5
COc1ccc(CNc2nc3nc(-c4ccccc4)cc(=O)n3[nH]2)cc1OC	0.1	-1	0	0	0.6	5	1	-1	0
COc1ccc(C(=O)Nc2ncc(C)s2)cc1S(=O)(=O)N1CCOCC1	0.1	1	6	/	1.1	-2	/	/	/
CCOC(=O)Cn1cnc2c(cnn2-c2ccc(OC)cc2)c1=O	-0.1	0	-6	1	-2.8	-2	3	5	6
O=C(CCCCn1c(=O)[nH]c2ccccc2c1=O)NC1CCN(Cc2ccccc2)CC1	0.0	-3	6	-5	0.3	-2	-3	6	2
O=S1(=O)NC(=NCCc2ccccn2)c2ccccc21	0.0	-2	-5	-2	0.0	2	-2	-5	1
CCOCCCNC(=O)c1c(N)n(-c2ccc(S(N)(=O)=O)cc2)c2nc3ccccc3nc12	-0.1	2	-7	0	3.7	10	4	4	5
COc1ccc(NC(=S)Nc2ccccn2)c(OC)c1	0.1	-8	1	9	2.5	-4	1	-14	-6
COc1ccc(C(C(=O)NC2CCCCC2)N(C(=O)c2sc(C)nc2C)c2ccc(C(C)=O)cc2)cc1 (stereo not drawn)	0.3	-4	-1	-1	0.9	2	0	5	3
Cc1ccccc1SCC(=O)NC1CCOC1=O (stereo not drawn)	0.0	-3	4	0	-1.8	-10	-3	3	-1
CCOC(=O)CSc1nc2ccccc2n1CC(=O)N(C(C)C)C(C)C	0.1	-5	-9	-2	-1.3	-3	-2	-5	1
CC(C)c1ccccc1NC(=S)N1CCN(S(=O)(=O)c2cccs2)CC1	-0.4	-2	6	1	1.4	-4	-2	-5	-5
Cc1ccc(NC(=O)CN(C)CC(=O)N(CC(C)C)c2c(N)n(CC(C)C)c(=O)[nH]c2=O)c(C)c1	-0.1	-1	-4	/	0.4	7	/	/	/
COc1ccc(OCc2cc(C(=O)N3CCN(C4CCCC4)CC3)no2)c(Cl)c1	0.2	-2	6	0	2.3	3	-1	-2	1
CCOC(=O)CSc1n[nH]c(NC(=O)c2ccccc2)n1	0.1	-2	-4	-2	-1.3	4	0	0	-2
CCOC(=O)c1sc(NC(=O)Cc2ccc(F)cc2)nc1C	-0.1	-4	-16	-2	2.6	-4	-3	0	1
CCN(CC(=O)Nc1cccc(S(=O)(=O)N(C)c2ccccc2)c1)Cc1ccccc1	0.8	7	4	/	2.6	-7	/	/	/
CCOC(=O)c1c(NC(=O)CN2CCOCC2)sc2c1CCCC2	0.0	-1	10	8	5.2	11	1	6	5
O=C(Nc1nc(-c2cccc3ccccc23)cs1)c1cnccn1	-0.1	5	-17	3	-0.8	12	-2	5	12
The listing continues.
SMILES	Efflux pump mplx	PP1 counter	PREPL inhibitor	CTSL1 counter	PP5 inh	ZTA DNA inh	TPT1 inhibitor	EBNA-1 inh	HCV core dimer
COc1ccccc1CNC(=O)COc1ccc(S(=O)(=O)N2CCOCC2)cc1C	0.3	-2	4	1	-0.7	2	3	11	11
CS(=O)(=O)Nc1ccc(C2=NN(S(=O)(=O)c3ccccc3)C(c3cccs3)C2)cc1 (stereo not drawn)	0.2	1	5	-2	3.5	-23	5	6	-7
O=C(CSc1nc2c(c(C(F)(F)F)n1)CCc1ccccc1-2)NCc1ccccc1	-0.1	-4	-2	2	-2.4	9	-3	2	11
Cc1cccc(NC(=O)CN2C(=O)N/C(=C\c3ccc(N4CCOCC4)cc3)C2=O)c1	0.0	20*	6	1	0.0	12	12	34*	27
COc1ccc(N2CCN(C(=O)CNC(=O)c3cccc(Br)c3)CC2)cc1	0.0	-2	18	8	2.6	8	4	6	7
Cc1cccc(CCN2C(Nc3ccccc3)=NC[C@@H]2CC(C)C)c1	-0.1	4	-31	1	2.7	-18	-2	-10	-7
COc1ccccc1Nc1nc(N)nc(CN2CCN(Cc3ccccc3)CC2)n1	0.1	3	11	1	0.3	-17	1	-7	-5
CC1(C)CN=C(NC2CCCCC2)S1	-0.3	-5	2	1	-0.7	7	-1	6	1
CCOC(=O)c1sc2nc(N3CCOCC3)c3c(c2c1N)CCC3	-0.2	0	18	9	2.8	-4	-5	-5	7
O=C(NCCC(=O)N1CCN(c2ccccc2F)CC1)c1ccco1	0.1	3	-19	2	-2.9	1	3	-15	0
Nn1c(COc2ccccc2F)nnc1SCC(=O)NC1CCCC1	0.0	0	9	0	3.5	1	1	-11	1
O=C(CCCn1c(=S)[nH]c2ccccc2c1=O)NCc1ccco1	-0.1	-1	0	1	2.4	6	-3	2	-1
COc1ccc(-c2cc(C)no2)cc1S(=O)(=O)Nc1cccc(CN2CCCC2)c1	0.2	-4	-22	0	-0.9	-1	-4	-3	8

Complete entries as entered above. Values in the order: Efflux pump mplx, PP1 counter, PREPL inhibitor, CTSL1 counter, PP5 inh, ZTA DNA inh, TPT1 inhibitor, EBNA-1 inh, HCV core dimer
`COc1ccc(NC(=O)C(=O)NCCN2CCN(C(=O)c3cccc(Br)c3)CC2)cc1` in the list: 1.3, -4, 20, 3, 0.3, 5, 1, 16, -3
`CCN=C1SC(C(=O)Nc2cccc(OCC)c2)CC(=O)N1CC` (stereo not drawn) in the list: 0.0, -1, -6, 1, 2.0, 1, -2, -2, -3

A few values from above.
`CCc1ccc(N2CC(C(=O)NCC(C)(C)N3CCOCC3)CC2=O)cc1` (stereo not drawn) – PP1 counter = -3
`O=C(NCCC(=O)N1CCN(c2ccccc2F)CC1)c1ccco1` – Efflux pump mplx = 0.1

This is a subset; the hit share may differ from the screen's.
